Efa HMGR inh = inhibitors of class II HMG-CoA reductase from Enterococcus faecalis; actives 0.41% (n = 190,000); AID 1066; inhibition, % at 10 µM; purified E. faecalis HMGR, NADPH absorbance 340 nm kinetic;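 active = inhibition above a set limit, the median over all tested compounds plus 3 SD, cut at about 9.5% in these data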;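 note: enzyme runs in reverse so mevalonate oxidation gives rising NADPH absorbance; 0% = complete reaction with DMSO and 100% = background rate lacking mevalonate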
TNAP act hiacc = TNAP (human) activation, high acceptor. activation factor at 20 µM. P05186. 200,000 tested, under 10 active. purified TNAP, CDP-star luminescence, 1 M DEA, 30 min; hits give high values; 0 = EDTA background, 1 = DMSO-only activity. AID 1136;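 active = activation factor at least 2 at 20 µM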
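system = human TNAP | amount = enzyme diluted 1/800 final | reagent = 100 µM CDP-star substrate | signal = luminescent substrate turnover signal | dosing = one dose, 20 µM | benchmarks = EDTA negative control, DMSO positive control | measure = activation factor | timing = 30 min reaction, room temperature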
TNAP inh noacc = inhibitors of human TNAP without phosphate acceptor; P05186; purified TNAP, CDP-star luminescence, 30 min; inhibition, % at 20 µM; actives 0.26% (n = 200,000); AID 1012;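 active = tissue-nonspecific alkaline phosphatase inhibition above about 50% at 20 µM in the single-dose screen, limit read from the data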;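 note: 0% = DMSO negative control and 100% = EDTA positive control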
Diaphorase act = diaphorase activation or chemical reduction counter-screen. Diaphorase/resazurin coupled assay, resorufin fluorescence, 16 min; hits give high values; 1 = vehicle wells, 0 = NADH-free wells. actives 0.005% (n = 190,000). activation factor at 20 µM;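 active = diaphorase activity raised at least twofold by the compound at 20 µM; inactive = activation factor below 2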
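Material: purified diaphorase enzyme from Clostridium kluyveri / Medium: HEPES pH 7.4 buffer with MgCl2 and Tween 20 / Schedule: enzyme reaction of 16 min at room temperature / Measured by: resorufin fluorescence, excitation 544 nm, emission 590 nm / Evaluation: rise in resorufin formation, marking diaphorase activation or chemical reduction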
PMI act satM6P = PMI (human) activation, high substrate; actives 0.34% (n = 190,000); coupled PMI enzyme assay, resazurin fluorescence, 20 min; hits give high values; 1 = untreated enzyme, 0 = substrate-free blank; AID 1216; P34949; activation factor at 20 µM;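 active = activation factor of 2 or more at 20 µM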
Target sequence (P34949 whole entry, looked up): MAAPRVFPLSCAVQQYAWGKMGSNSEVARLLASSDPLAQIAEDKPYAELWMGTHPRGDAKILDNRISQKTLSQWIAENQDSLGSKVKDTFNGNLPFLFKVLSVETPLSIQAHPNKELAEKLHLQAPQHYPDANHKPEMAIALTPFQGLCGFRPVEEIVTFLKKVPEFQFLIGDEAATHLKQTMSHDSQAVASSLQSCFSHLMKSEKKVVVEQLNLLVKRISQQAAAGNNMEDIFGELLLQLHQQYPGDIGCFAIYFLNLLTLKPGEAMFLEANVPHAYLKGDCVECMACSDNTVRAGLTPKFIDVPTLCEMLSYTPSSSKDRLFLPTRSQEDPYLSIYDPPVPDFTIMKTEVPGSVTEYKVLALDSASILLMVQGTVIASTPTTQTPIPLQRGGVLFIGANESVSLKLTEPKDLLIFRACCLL
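Material: human phosphomannose isomerase with PGI, G6PDH, diaphorase coupling enzymes. Quantity: 15 ng/mL PMI. Medium: HEPES pH 7.4 buffer with MgCl2 and Tween-20. Reagent: Near-saturating mannose-6-phosphate, 1.0 mM. Compound: 20 µM single dose. Times: enzyme reaction with compound 20 min at room temperature. Detection: resorufin fluorescence at Ex 544/Em 590 nm.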
PMI activator = phosphomannose isomerase (human) activation; purified human PMI, coupled resazurin fluorescence, 20 min; hits give high values; 1 = vehicle control, 0 substrate-free wells; activation factor at 20 µM; actives 0.005% (n = 190,000); AID 1214;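 active = activation factor of 2 or more at 20 µM, relative to plate controls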
G6PDH CS = L. mesenteroides G6PDH inhibition counter-screen; AID 1020; inhibition, % at 5 µM; Purified L. mesenteroides G6PDH, diaphorase/resazurin coupled fluorescence, 45 min; actives 0.12% (n = 200,000); in the data active = inhibition above about 50%
FLuc act counter = firefly luciferase counter-screen for stimulation assays. P08659. activation factor at 10 µM. ATPlite luciferase biochemical, luminescence, 10 min; 0 = ATP-free wells, 1 = DMSO control. 200,000 tested, under 10 active. AID 1027;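 active = luciferase activation factor, scaled between plate controls, of at least 2 with compound at 10 µM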
Target sequence (P08659 whole entry, looked up): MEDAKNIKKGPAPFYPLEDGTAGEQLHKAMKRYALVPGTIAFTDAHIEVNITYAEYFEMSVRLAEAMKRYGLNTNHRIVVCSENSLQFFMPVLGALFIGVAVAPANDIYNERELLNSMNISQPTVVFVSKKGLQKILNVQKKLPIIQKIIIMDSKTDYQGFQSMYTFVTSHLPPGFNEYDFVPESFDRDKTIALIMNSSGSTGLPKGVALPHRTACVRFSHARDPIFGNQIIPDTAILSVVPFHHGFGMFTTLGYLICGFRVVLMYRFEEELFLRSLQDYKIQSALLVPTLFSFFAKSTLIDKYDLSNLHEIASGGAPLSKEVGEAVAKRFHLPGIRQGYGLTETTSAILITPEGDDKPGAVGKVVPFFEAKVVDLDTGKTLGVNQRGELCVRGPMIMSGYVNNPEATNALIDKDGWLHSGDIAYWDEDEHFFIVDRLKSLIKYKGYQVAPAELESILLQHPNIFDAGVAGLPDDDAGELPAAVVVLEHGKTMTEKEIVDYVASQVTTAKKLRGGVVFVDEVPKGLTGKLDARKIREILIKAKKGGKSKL
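System: luciferase plus luciferin reagent, cell-free; medium: PBS as buffer for the ATP substrate; dosing: test compounds dosed from 2 mM stocks in 100% DMSO; timing: 10 min post-reagent at room temperature; measured by: luminescence measurement of luciferase light output; evaluation: luciferase activation, seen as luminescence increase over controls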
Diaph inh CS = inhibits diaphorase or chemically oxidizes, flagging diaphorase assay artifacts; diaphorase resazurin-to-resorufin fluorescence, NADH, 16 min; bacterial (C. kluyveri) enzyme, not human; actives 0.69% (n = 190,000); inhibition, % at 20 µM;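 active = primary screen inhibition at 20 µM above a set limit, cut at about 50% in these data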;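 note: plate controls were DMSO with full reaction for no effect and wells lacking NADH for full effect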
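Test system: Clostridium kluyveri diaphorase enzyme / Quantity: diaphorase at 0.14 U/mL in enzyme working solution / Incubation: 16-min room-temperature incubation before reading / Benchmarks: NADH-free wells as positive control, DMSO-only neutral wells / Signal: resorufin fluorescence 544/590 nm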
TNAP inh hi DEA = TNAP (human) inhibition, high acceptor; P05186; purified TNAP, CDP-star luminescence, 1 M DEA; inhibition, % at 20 µM; actives 0.03% (n = 200,000); AID 1135;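 active = over 50% inhibition of tissue-nonspecific alkaline phosphatase at 20 µM in the single-dose screen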;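 note: plate controls were DMSO wells for no effect and EDTA-quenched wells as full inhibition for full effect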
Active calls of the source: *; nt = no result given.

SMILES | Efa HMGR inh | TNAP act hiacc | TNAP inh noacc | Diaphorase act | PMI act satM6P | PMI activator | G6PDH CS | FLuc act counter | Diaph inh CS | TNAP inh hi DEA
Cc1ccccc1Nc1nc(Nc2ccccc2C)nc(SC2=NCCS2)n1 | -4 | 1 | -6 | 0.5 | 0.8 | 0.8 | 0 | 1 | 46 | -2
COc1cccc(C2C(C#N)=C(N)OC(C(C)(C)C)=C2C#N)c1 (stereo unspecified) | 0 | 1.1 | -14 | 0.8 | 0.7 | 0.9 | 13 | 1.1 | 21 | -6
CCN(CC)Cc1c(O)c(Cl)cc2c3c(c(=O)oc12)CCCC3 | -10 | 1 | -12 | 0.8 | 0.6 | 0.9 | 7 | 1.1 | 25 | -1
Cc1cccc(NC(=O)CSc2nc3ccc(N4C(=O)c5ccccc5C4=O)cc3s2)c1C | 0 | 1 | -10 | 0.9 | 1 | 1 | 6 | 1 | 8 | -4
O=C(Nc1ccc(Cc2ccncc2)cc1)c1cccs1 | -1 | 1 | -10 | 1 | 1 | 1 | 2 | 0.8 | 2 | -1
O=[N+]([O-])c1ccc(-n2nncc2-c2ccc(Cl)cc2)cc1 | -6 | 1 | 2 | 1 | 1 | 1.1 | 7 | 1 | 4 | -1
CCOc1ccc(Nc2nc(N)nc(CN3CCN(c4ccccc4F)CC3)n2)cc1 | 0 | 1 | -10 | 0.9 | 0.9 | 0.9 | -2 | 1 | 12 | -5
CCN(CC)CC#CC(C)OCOCC#CCOC (stereo unspecified) | -2 | 1 | -8 | 0.9 | 1 | 0.9 | 0 | 1.1 | 14 | -2
COc1cc(C(=O)n2nc(C)cc2C)cc(OC)c1OC | 2 | 1.1 | 0 | 0.9 | 1 | 1.1 | 14 | 1.1 | 9 | -11
COCC1CCCCN1Cc1cn[nH]c1-c1ccc(OC)cc1OC (stereo unspecified) | -5 | 1.1 | -5 | 0.9 | 1 | 1 | 11 | 1.1 | 14 | -8
CSC1=NC(=O)/C(=C/c2ccc(SC)cc2)S1 | 0 | 1 | 8 | 0.9 | 1 | 1 | -5 | 0.5 | 13 | 1
Cn1c(=O)n(-c2cccc(Cl)c2)c(=O)n1C | 1 | 1 | -9 | 0.9 | 1 | 1 | -2 | 1.1 | 6 | -2
CCn1c(SCC(=O)N2CCCC2)nc2ccccc21 | -9 | 1.1 | -13 | 0.8 | 1 | 1 | 3 | 1 | 17 | -10
CCOC(=O)/C=C/C(=O)Nc1ccc(Oc2ccccc2)cc1 | 5 | 1.1 | -3 | 0.8 | 0.9 | 0.9 | 12 | 1.1 | 20 | -6
CC(C)CCn1c(CN2CCN(C(=O)c3ccco3)CC2)nc2c1c(=O)n(C)c(=O)n2C | 0 | 1 | -14 | 0.9 | 1.1 | 1.1 | 11 | 1.1 | 12 | -4
c1cnc2ncc3sccc3c2c1 | -3 | 1 | -8 | 1 | 1 | 1.1 | -1 | 1 | -3 | -3
Clc1ccc(COc2ccccc2CNCc2cccnc2)cc1 | -4 | 1 | 4 | 0.9 | 1.1 | 1.1 | 7 | 1.1 | 7 | -2
Cc1ccc(-c2c(C(=O)N3CCOCC3)oc(=O)c3ccccc23)cc1 | 1 | 1 | -8 | 0.9 | 1 | 1 | 8 | 1 | 8 | -2
COc1ccc(-c2nnc3n2N=C(c2ccccc2)CS3)cc1OC | nt | 1 | -6 | 0.8 | 1 | 1 | 0 | 1 | 17 | -1
COc1ccc(CC(=S)N2CCOCC2)cc1 | -1 | 1 | -1 | 1 | 1 | 0.7 | -4 | 1.1 | 3 | -3
O=C(Nc1ccc2c(c1)CCC2)C1CCCN(c2ncccn2)C1 (stereo unspecified) | -2 | 1.1 | -8 | 1.1 | 1 | 1 | -1 | 0.9 | -5 | -5
CCCNC(=O)C(Sc1ccccc1)c1ccccc1 (stereo unspecified) | -5 | 1 | -4 | 0.9 | 1.1 | 1 | 3 | 1.1 | 11 | -5
CCOC(=O)CNC(=O)CSc1nc(N)cc(N)n1 | -1 | 1 | -7 | 0.9 | 0.9 | 0.9 | 1 | 1 | 6 | -1
COc1ccc(-c2[nH]ncc2-c2cscn2)c(O)c1 | -3 | 1 | -67 | 0.9 | 0.9 | 0.9 | 5 | 1.1 | 14 | -4
N#CC1=C(SCC(=O)c2ccc(Cl)cc2)NC2=C(C(=O)CCC2)C1c1ccco1 (stereo unspecified) | -1 | 0.9 | 3 | 0.7 | 1.5 | 1.1 | 7 | 1 | 32 | 11
O=[N+]([O-])c1cc(Cl)ccc1N1CCN(c2ccccc2O)CC1 | -1 | 1 | 0 | 0.6 | 0.7 | 0.8 | -2 | 1 | 41 | 0
CC(=O)c1ccccc1NS(=O)(=O)c1c(C)nn(-c2ccccc2)c1C | -2 | 1 | -9 | 0.8 | 0.9 | 0.9 | -11 | 1.1 | 17 | 2
Cc1sc(-n2cccc2)c(C(=O)O)c1C | 1 | 1.1 | -14 | 0.9 | 1 | 1 | -3 | 1.1 | 14 | -5
O=c1[nH]c(NCc2ccccc2)nc2c1CCCC2 | 0 | 1 | -11 | 0.8 | 0.8 | 0.8 | -4 | 1 | 18 | -2
O=C1SC(SC(=Nc2ccccc2)Nc2ccccc2)C(=O)N1c1ccccc1 (stereo unspecified) | -4 | 1 | -8 | 0.8 | 0.9 | 1.1 | 3 | 1 | 24 | -2

Single records, from the list above.
COc1ccc(CC(=S)N2CCOCC2)cc1 is listed with Efa HMGR inh: -1; TNAP act hiacc: 1; TNAP inh noacc: -1; Diaphorase act: 1; PMI act satM6P: 1; PMI activator: 0.7; G6PDH CS: -4; FLuc act counter: 1.1; Diaph inh CS: 3; TNAP inh hi DEA: -3
CC(=O)c1ccccc1NS(=O)(=O)c1c(C)nn(-c2ccccc2)c1C is listed with Efa HMGR inh: -2; TNAP act hiacc: 1; TNAP inh noacc: -9; Diaphorase act: 0.8; PMI act satM6P: 0.9; PMI activator: 0.9; G6PDH CS: -11; FLuc act counter: 1.1; Diaph inh CS: 17; TNAP inh hi DEA: 2
c1cnc2ncc3sccc3c2c1 is listed with Efa HMGR inh: -3; TNAP act hiacc: 1; TNAP inh noacc: -8; Diaphorase act: 1; PMI act satM6P: 1; PMI activator: 1.1; G6PDH CS: -1; FLuc act counter: 1; Diaph inh CS: -3; TNAP inh hi DEA: -3

3 compounds from above, ordered by count of non-hydrogen atoms, low to high:
SMILES | Efa HMGR inh | TNAP act hiacc | TNAP inh noacc | Diaphorase act | PMI act satM6P | PMI activator | G6PDH CS | FLuc act counter | Diaph inh CS | TNAP inh hi DEA
COc1cccc(C2C(C#N)=C(N)OC(C(C)(C)C)=C2C#N)c1 (stereo unspecified) | 0 | 1.1 | -14 | 0.8 | 0.7 | 0.9 | 13 | 1.1 | 21 | -6
Cc1ccccc1Nc1nc(Nc2ccccc2C)nc(SC2=NCCS2)n1 | -4 | 1 | -6 | 0.5 | 0.8 | 0.8 | 0 | 1 | 46 | -2
CCOc1ccc(Nc2nc(N)nc(CN3CCN(c4ccccc4F)CC3)n2)cc1 | 0 | 1 | -10 | 0.9 | 0.9 | 0.9 | -2 | 1 | 12 | -5

(list continues)
SMILES | Efa HMGR inh | TNAP act hiacc | TNAP inh noacc | Diaphorase act | PMI act satM6P | PMI activator | G6PDH CS | FLuc act counter | Diaph inh CS | TNAP inh hi DEA
CC(C)(O)C(=O)NN(C(=O)c1ccccc1)c1ccc2ccccc2c1 | 1 | 1 | -10 | 1.1 | 1 | 1 | 8 | 1 | -5 | -1
CN(c1ccc([N+](=O)[O-])cc1C(N)=O)C1CCCCC1 | -4 | 0.9 | 15 | 0.9 | 1 | 1.1 | 12 | 1.1 | 14 | 7
COc1ccc([C@@H]2C[C@H]3CN(Cc4ccccc4OC)C(=O)[C@]34CCCN24)cc1C | -5 | 1.1 | -14 | nt | nt | nt | 23 | 1 | nt | -7
CCNC(=O)COC(=O)/C=C/c1cccc([N+](=O)[O-])c1 | -3 | 1 | 2 | 0.8 | 0.9 | 0.9 | 4 | 1 | 24 | -2
C=CCNC(=O)/C(C#N)=C/c1ccccc1OCc1ccc(C(=O)OC)cc1 | -7 | 1 | -7 | 0.8 | 0.9 | 0.9 | -21 | 1 | 21 | -1
CCOC(=O)c1sc(=S)n(-c2ccc(C)cc2)c1N | 1 | 1.1 | -8 | 1 | 1.1 | 0.7 | 10 | 1.1 | 4 | -5
Cc1c(Cl)cccc1NC(=S)N(Cc1cccs1)C1CCCC1 | -4 | 1 | -12 | 0.9 | 0.9 | 0.9 | 0 | 1 | 6 | -3
CCc1ccc(C(=O)NCc2cccs2)s1 | 3 | 1 | -5 | 1 | 1 | 0.9 | 3 | 1 | 4 | -1
CCN(CC)CCN1C(=O)C(=O)/C(=C(/O)c2c(C)[nH]c(C(=O)OC)c2C)C1c1cccs1 (stereo unspecified) | -7 | 1 | -22 | 1 | 1.1 | 1.1 | 3 | 1 | -1 | -4
Cc1nn(C(C)C)c(C)c1CN1CCCC(C(=O)c2cccc(OC(C)C)c2)C1 (stereo unspecified) | 0 | 1 | -2 | 0.9 | 1 | 0.9 | 7 | 1 | 10 | -2
C=CCC(C#Cc1ccccc1)[N+](C)(C)CC=C (stereo unspecified) | -6 | 1 | -12 | 1 | 1.1 | 1 | 0 | 1.1 | -3 | -4
CC1CN(CC(=O)c2c(N)n(Cc3ccccc3)c(=O)n(C)c2=O)CC(C)O1 (stereo unspecified) | -6 | 1 | -5 | 0.8 | 0.8 | 0.8 | 12 | 1 | 16 | -4
Cc1cccn2c1nc(=S)n2C(=O)c1ccco1 | 2 | 1 | -12 | 0.8 | 1.1 | 1.1 | 2 | 0.1 | 21 | -4
O=C1C2CC=CCC2C(=O)N1n1cnnc1 (stereo unspecified) | -4 | 1.1 | -6 | 1 | 1.1 | 1 | 5 | 1.1 | -4 | -5
CC(=O)NC(CCS(C)(=O)=O)C(=O)Nc1cc(C)ccc1C (stereo unspecified) | -8 | 1 | -3 | 1.1 | 1 | 0.9 | -3 | 1 | -6 | -4
CCCCNS(=O)(=O)c1ccc2nc(-c3cccs3)cc(C(=O)NCC(OC)OC)c2c1 | -8 | 1 | -5 | 0.8 | 0.9 | 0.9 | 4 | 1.1 | 23 | -3

Screening data from PubChem BioAssay.
